Source: PubChem
CF NFkB inh – inhibitors of PAF-induced NF-kB signaling, primary screen, cell-based, GFP fluorescence, uHTS. inhibition, % at 5 µM. KKLEB NF-kB-GFP reporter, GFP fluorescence overnight. actives 0.86% (n = 360,000);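 active means at least 50% inhibition at 5 µM, scaled per plate between neutral and stimulator controls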;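 further: PAF is a Pseudomonas aeruginosa culture filtrate used as stimulus; plate controls were PAF-stimulated DMSO wells for no effect and unstimulated DMSO wells for full effect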
aDG glyco up – activators of alpha-DG glycosylation, primary screen, uHTS, Pro5-aDG cells, AlphaScreen. alpha-DG glycosylation AlphaScreen (IIH6); 0% Pro5, 100% B10-LARGE cell signal. activation, % at 10 µM. actives 0.22% (n = 360,000). AID 624168, 2012;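 active means activation of at least 8% versus controls, or a plate z-score of at least 8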;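 further: Pro5 are CHO cells carrying HIG-tagged alpha-DG that lacks glycosylation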
iPSC survival up – enhancers of single-cell hiPSC survival, primary screen, ATPlite luminescence | 100% = ROCK inhibitor wells, 0% = DMSO | survival enhancement, % at 20 µM | actives 0.044% (n = 360,000); in the data active means survival enhancement above about 18%;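 further: cells exposed to compounds for 16 hours before the ATP read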
TRPM1 prom inh – inhibitors of MITF-dependent TRPM1 promoter reporter, primary screen, cell-based, SK-MEL-5, single point, luciferase. SK-MEL-5 TRPM1 promoter luciferase, 24 h. inhibition, % at 12.5 µM. actives 0.83% (n = 330,000);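 active means mean inhibition across replicates of 60% or more, whatever share of single replicates reaches that level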; further: values of inactives mirror those of a sister screen read the other way
HIF-2a block – HIF-2a reporter inhibitors, primary screen, luminescence, 786-0 RCC cells. 786-0 RCC cells HIF-2a reporter, luciferase luminescence, overnight. inhibition, % at 18.8 µM. actives 0.72% (n = 360,000). AID 624352, 2012;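 active means inhibition of the luminescence signal of 40% or more relative to plate controls, in a single-dose primary screen at 18.75 µM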
NR2E3 ag-1 – NR2E3 agonists in two-hybrid cells, primary screen, cell-based, luminescence, CHO-S, Gal4-NCOR/VP16-NR2E3; inhibition of corepressor binding, % at 3.98 µM; luciferase; actives 0.35% (n = 360,000); Photoreceptor-specific nuclear receptor (Homo sapiens), Q9Y5X4; AID 602229, 2012;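 active means inhibition above the mean of all tested compounds plus 3 SD, cut at about 70% in these data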;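 further: 0% = DMSO with NR2E3 transfected cells and 100% = cells lacking NR2E3 construct; higher means lower luciferase signal from less NR2E3 corepressor binding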
Target sequence (Q9Y5X4 whole entry, looked up, the tested form may be a part): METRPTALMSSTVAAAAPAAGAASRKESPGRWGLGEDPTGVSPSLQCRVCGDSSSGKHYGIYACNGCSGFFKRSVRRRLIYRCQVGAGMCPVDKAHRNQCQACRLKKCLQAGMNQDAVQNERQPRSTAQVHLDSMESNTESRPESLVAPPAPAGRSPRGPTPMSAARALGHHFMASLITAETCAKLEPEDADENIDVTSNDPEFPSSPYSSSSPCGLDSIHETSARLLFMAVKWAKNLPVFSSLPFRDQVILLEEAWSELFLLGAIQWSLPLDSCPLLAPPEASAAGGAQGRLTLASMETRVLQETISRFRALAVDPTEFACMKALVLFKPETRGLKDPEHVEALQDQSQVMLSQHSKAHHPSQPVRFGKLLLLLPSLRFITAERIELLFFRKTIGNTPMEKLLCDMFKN
TWEAK-Fn14 inh – inhibitors of TWEAK-Fn14 signaling, primary screen, luciferase reporter cells, uHTS; TWEAK-stimulated Fn14 reporter cells, luciferase luminescence, 8 h; inhibition, % at 10 µM; actives 2% (n = 360,000); AID 1159606, 2016; in the data active means inhibition above about 50%
Shn3 3UTR inh – reduction of Shn3 3'UTR firefly luciferase signal, primary screen, Schnurri-3 inhibitor project, cell-based, Clone20 osteoblasts, set 2; inhibition, % at 12.5 µM; AID 588674, 2011; actives 0.52% (n = 360,000); Clone20 osteoblast Shn3 3'UTR firefly luciferase, 24 h;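 active means mean inhibition of at least 75% with every replicate also reaching 75%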;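 further: 0% = median of neutral control wells and 100% = pilot-screen positive control compound; some compounds past the cut are filed as inactive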
KKLEB cytotox – cytotoxicity in KKLEB CF airway cells, primary screen, cytotoxicity control for CF NF-kB inhibitor project, cell-based, uHTS, fluorescence assay plates; KKLEB CF airway cells viability, ATPlite luminescence, overnight; hits give low values; cells stimulated with P. aeruginosa culture filtrate; activity change (cytotoxicity), % at 5 µM; actives 0.36% (n = 360,000); AID 602141, 2011;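 active means corrected activity change at or below -50% at 5 µM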
NR2E3 ag-2 – inhibitors of NR2E3-RetCOR corepressor binding, primary screen, NR2E3 agonist project, biochemical, TR-FRET, GST-NR2E3, biotin-RetCOR; Photoreceptor-specific nuclear receptor (Homo sapiens), Q9Y5X4; inhibition of corepressor binding, % at 4.78 µM; actives 0.12% (n = 320,000); AID 2300, 2010; 1536-well;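 active means percent inhibition above the cutoff of mean plus 3 SD of all tested compounds, set per screening campaign, cut at about 20% in these data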;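 further: 0% = DMSO wells and 100% = biotin wells as full block of FRET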
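Format: 1536-well format; test system: GST-NR2E3 and biotin-RetCOR proteins; read-out basis: percent inhibition of TR-FRET ratio; timing: 5 h incubation at 4 °C; detection: time-resolved FRET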
Peg3 prom inh – Peg3 promoter-driven luciferase inhibitors, primary screen, cell-based, HeLa, luciferase luminescence | HeLa PEG-Prom luciferase reporter, overnight | inhibition, % at 20 µM | actives 1.7% (n = 360,000);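 active means inhibition of at least 50% at 20 µM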
Starred values were filed as active, the others as inactive; & = joins results of further samples; ! = repeats disagree. No enrichment for hits. About 4.4% of those tested had a hit in this group.

Start of the data: the first 2 entries as a preview:
CC1Cc2cc(/C(O)=C3/C(=O)C(=O)N(CCN4CCOCC4)C3c3ccc([N+](=O)[O-])cc3)ccc2O1 (stereo not given) was read as CF NFkB inh -2, aDG glyco up -0.2, iPSC survival up -0.4, TRPM1 prom inh -1, HIF-2a block 14, NR2E3 ag-1 -37, TWEAK-Fn14 inh -6, Shn3 3UTR inh -9, KKLEB cytotox -5, NR2E3 ag-2 3 and Peg3 prom inh 5.
Screening O=C(O)Cc1ccc(N=Nc2c(O)c(C(=O)O)cc3ccccc23)cc1 returned CF NFkB inh -31, aDG glyco up 0.1, iPSC survival up -0.2, TRPM1 prom inh 12, HIF-2a block -196, NR2E3 ag-1 -108, TWEAK-Fn14 inh -4, Shn3 3UTR inh -48, KKLEB cytotox 6, NR2E3 ag-2 1 and Peg3 prom inh -74.

The listing (from the top)
CC1Cc2cc(/C(O)=C3/C(=O)C(=O)N(CCN4CCOCC4)C3c3ccc([N+](=O)[O-])cc3)ccc2O1 (stereo not given) was read as CF NFkB inh -2, aDG glyco up -0.2, iPSC survival up -0.4, TRPM1 prom inh -1, HIF-2a block 14, NR2E3 ag-1 -37, TWEAK-Fn14 inh -6, Shn3 3UTR inh -9, KKLEB cytotox -5, NR2E3 ag-2 3 and Peg3 prom inh 5.
Screening O=C(O)Cc1ccc(N=Nc2c(O)c(C(=O)O)cc3ccccc23)cc1 returned CF NFkB inh -31, aDG glyco up 0.1, iPSC survival up -0.2, TRPM1 prom inh 12, HIF-2a block -196, NR2E3 ag-1 -108, TWEAK-Fn14 inh -4, Shn3 3UTR inh -48, KKLEB cytotox 6, NR2E3 ag-2 1 and Peg3 prom inh -74.
`Cc1cccc(S(=O)(=O)Nc2ccc(-c3cn4ccccc4n3)cc2)c1` gave CF NFkB inh -8, aDG glyco up 0.5, iPSC survival up -2.1, TRPM1 prom inh -2, HIF-2a block -58, NR2E3 ag-1 -49, TWEAK-Fn14 inh -13, Shn3 3UTR inh 6, KKLEB cytotox -15, NR2E3 ag-2 0 and Peg3 prom inh -112.
For N#Cc1c(-c2cccs2)nc(SCc2ccc(Cl)cc2)[nH]c1=O the results were CF NFkB inh 9, aDG glyco up 0.0, iPSC survival up -0.8, TRPM1 prom inh 19, HIF-2a block 14, NR2E3 ag-1 78*, TWEAK-Fn14 inh 14, Shn3 3UTR inh 28, KKLEB cytotox -1 and Peg3 prom inh 25.
For Cc1cc(C)c(C)c(OCCn2ccnc2)c1 the results were CF NFkB inh -10, aDG glyco up 0.0, iPSC survival up -0.6, TRPM1 prom inh 9, HIF-2a block 9, NR2E3 ag-1 -11, TWEAK-Fn14 inh 111*, Shn3 3UTR inh -5, KKLEB cytotox 5, NR2E3 ag-2 3 and Peg3 prom inh 20.
CC(=O)c1cccc(NC(=O)C(C)OC(=O)Cc2c[nH]c3ccccc23)c1 (stereo not given) was read as CF NFkB inh 14, aDG glyco up -0.1, iPSC survival up -0.5, TRPM1 prom inh 4, HIF-2a block 15, NR2E3 ag-1 1, TWEAK-Fn14 inh 3, Shn3 3UTR inh 11, KKLEB cytotox 4, NR2E3 ag-2 2 and Peg3 prom inh -2.
Screening Fc1ccc(Nc2nnc(-c3ccncc3)s2)cc1Cl returned CF NFkB inh -11, aDG glyco up -0.2, iPSC survival up 1.4, HIF-2a block -281, NR2E3 ag-1 -97, TWEAK-Fn14 inh 24, Shn3 3UTR inh -73, KKLEB cytotox 14 and Peg3 prom inh -329.
Screening CN(Cc1ccccc1)C(=O)c1nn2cccnc2c1Cl returned CF NFkB inh -14, aDG glyco up -0.2, iPSC survival up 0.2, TRPM1 prom inh -10, HIF-2a block 5, NR2E3 ag-1 11, TWEAK-Fn14 inh 7, Shn3 3UTR inh -25, KKLEB cytotox -5, NR2E3 ag-2 1 and Peg3 prom inh -11.
For Cc1ccc(OCc2nc(-c3ccccc3)no2)c(C)c1 the results were CF NFkB inh -14, aDG glyco up -0.3, iPSC survival up 2.6, TRPM1 prom inh -73, HIF-2a block -269, NR2E3 ag-1 -105, TWEAK-Fn14 inh -39, Shn3 3UTR inh -75, KKLEB cytotox 9, NR2E3 ag-2 -3 and Peg3 prom inh -363.
`N/N=C(\c1ccccc1)c1cc(Cl)ccc1N` gave CF NFkB inh 11, aDG glyco up 0.0, iPSC survival up 0.4, TRPM1 prom inh 17, HIF-2a block 16, NR2E3 ag-1 -26, TWEAK-Fn14 inh 7, Shn3 3UTR inh 6, KKLEB cytotox -29, NR2E3 ag-2 -1 and Peg3 prom inh 4.
COc1ccc(Nc2oc(COc3ccccc3F)nc2C#N)cc1 was read as CF NFkB inh 22, aDG glyco up -0.1, iPSC survival up 0.4, TRPM1 prom inh 28, HIF-2a block 22, NR2E3 ag-1 0, TWEAK-Fn14 inh 57*, Shn3 3UTR inh -7, KKLEB cytotox -12, NR2E3 ag-2 4 and Peg3 prom inh 33.
O=C(NCCCN1CCOCC1)c1cccc(S(=O)(=O)NCc2ccccc2)c1 was read as CF NFkB inh -21, aDG glyco up -0.1, iPSC survival up -0.4, TRPM1 prom inh -4, HIF-2a block 14, NR2E3 ag-1 5, TWEAK-Fn14 inh 3, Shn3 3UTR inh 3, KKLEB cytotox 9, NR2E3 ag-2 1 and Peg3 prom inh 19.
COc1cccc(-c2nc(CS(=O)(=O)CC(=O)NCCN3CCOCC3)c(C)o2)c1 was read as CF NFkB inh 1, aDG glyco up 0.0, iPSC survival up -0.2, TRPM1 prom inh 1, HIF-2a block 1, NR2E3 ag-1 -2, TWEAK-Fn14 inh 6, Shn3 3UTR inh -13, KKLEB cytotox -14, NR2E3 ag-2 5 and Peg3 prom inh -13.
Screening Cn1c(CNC(=O)C2CCCCC2)cc2ccccc21 returned CF NFkB inh 14, aDG glyco up -0.1, iPSC survival up 0.4, TRPM1 prom inh -3, HIF-2a block 1, NR2E3 ag-1 16, TWEAK-Fn14 inh 4, Shn3 3UTR inh -4, KKLEB cytotox -1, NR2E3 ag-2 2 and Peg3 prom inh -3.
Oc1ccc(-c2nc(=S)[nH][nH]2)cc1 was read as CF NFkB inh 12, aDG glyco up 0.3, iPSC survival up 2.3, TRPM1 prom inh -6, HIF-2a block -7, NR2E3 ag-1 -5, TWEAK-Fn14 inh -30, Shn3 3UTR inh 7, KKLEB cytotox -1, NR2E3 ag-2 1 and Peg3 prom inh -4.
For O=C(CCC(=O)OCC(=O)c1ccc([N+](=O)[O-])cc1)Nc1ccccc1Cl the results were CF NFkB inh 0, aDG glyco up -0.3, iPSC survival up 2.4, TRPM1 prom inh 1, HIF-2a block 5, NR2E3 ag-1 7, TWEAK-Fn14 inh -2, Shn3 3UTR inh 0, KKLEB cytotox 1, NR2E3 ag-2 0 and Peg3 prom inh 9.
COc1ccccc1CNc1nc2cc(-c3ccc(OC)c(OC)c3)sc2c(=O)n1C was read as CF NFkB inh 10, aDG glyco up -0.2, iPSC survival up 4.3, HIF-2a block -35, NR2E3 ag-1 4, TWEAK-Fn14 inh 77*, Shn3 3UTR inh 13, KKLEB cytotox -2 and Peg3 prom inh -4.
`Cc1ccc2c(CSc3nnc(N)s3)cc(=O)oc2c1` gave CF NFkB inh 18, aDG glyco up -0.1, iPSC survival up 4.9, TRPM1 prom inh -14, HIF-2a block -80, NR2E3 ag-1 -52, TWEAK-Fn14 inh -30, Shn3 3UTR inh -23, KKLEB cytotox 0, NR2E3 ag-2 0 and Peg3 prom inh -63.
`CC1(C)C(=O)Nc2ccccc2N1C(=O)COC(=O)c1cc([N+](=O)[O-])ccc1N` gave CF NFkB inh 17, aDG glyco up -0.4, iPSC survival up 2.0, TRPM1 prom inh -11, HIF-2a block 17, NR2E3 ag-1 2, TWEAK-Fn14 inh 28, Shn3 3UTR inh -2, KKLEB cytotox -32, NR2E3 ag-2 -2 and Peg3 prom inh 32.
Screening CCCc1ccc(C(C)NC(=S)NC2CCCCC2)cc1 (stereo not given) returned CF NFkB inh -10, aDG glyco up 4.5, iPSC survival up -0.5, TRPM1 prom inh 14, HIF-2a block 10, NR2E3 ag-1 51, TWEAK-Fn14 inh 34, Shn3 3UTR inh 49, KKLEB cytotox 22 and Peg3 prom inh 16.
`CCCCNc1c(-c2cccc(Sc3ccc(OC)cc3)c2)nc2ccccn12` gave CF NFkB inh -5, aDG glyco up 0.9, iPSC survival up -0.8, TRPM1 prom inh -16, HIF-2a block -166, NR2E3 ag-1 3, TWEAK-Fn14 inh 54*, Shn3 3UTR inh 67, KKLEB cytotox -33 and Peg3 prom inh 93*.
`Cn1c(CCNC(=O)c2ccc(Cl)c(Cl)c2)nnc1SCc1ccc(Cl)c(Cl)c1` gave CF NFkB inh -22, aDG glyco up 0.8, iPSC survival up -0.8, TRPM1 prom inh 8, HIF-2a block -2, NR2E3 ag-1 -6, TWEAK-Fn14 inh 13, Shn3 3UTR inh 13, KKLEB cytotox -17, NR2E3 ag-2 -1 and Peg3 prom inh 50.
For CC1CCC(C(C)C)C(OC(=O)Cn2c(-c3ccccc3)[n+](C)c3ccccc32)C1 (stereo not given) the results were CF NFkB inh 55*!, aDG glyco up 0.8&0.8, iPSC survival up -3.8&-4.3, TRPM1 prom inh 87*, HIF-2a block -2&-12, NR2E3 ag-1 1&-3, TWEAK-Fn14 inh 64*, Shn3 3UTR inh 86*!, KKLEB cytotox -54*!, NR2E3 ag-2 1&0 and Peg3 prom inh 65*.
`N#CCCN(C(=O)COC(=O)CCNS(=O)(=O)c1ccccc1)c1ccccc1` gave CF NFkB inh -5, aDG glyco up -0.2, iPSC survival up -0.9, TRPM1 prom inh 1, HIF-2a block 7, NR2E3 ag-1 2, TWEAK-Fn14 inh -5, Shn3 3UTR inh 0, KKLEB cytotox -6, NR2E3 ag-2 -5 and Peg3 prom inh 13.
